TRPC4 block: TRPC4 (mouse) channel inhibition; Q9QUQ5; B-score at 10 µM; HEK293 TRPC4beta/mu-opioid, DAMGO-evoked Fluo4 calcium flux; active compounds read low; AID 2247; hit rate 0.39% among 300,000;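 active = B-score over 3 SD under the library average, no early fluorescence shift, positive overall ratio signal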
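Assay system: HEK293 cells with stable TRPC4beta plus mu-opioid receptor expression. Dosing: single dose. Measured by: Fluo4 Ca2+ flux fluorescence. Also added: DAMGO in two steps, submaximal then maximal. Read-out: B score from integrated Fluo4 fluorescence ratio.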
SKKanGAS inh: SKKanGAS growth inhibition; hit rate 1.3% among 300,000; S. pyogenes SKKanGAS, kanamycin growth, BacTiter-Glo, 6 h; AID 1662; inhibition, % at 7.5 µM;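 active = mean replicate score, as percent of positive control median, at least 50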;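 note: strain carries kanamycin resistance gene driven by streptokinase promoter and grows in 40 µg/ml kanamycin; loss of luminescence reflects streptokinase promoter inhibition or plain growth inhibition; 0% = median of DMSO wells and 100% = positive control at its reference dose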
HIF activator: HIF pathway transcriptional activation. U2OS HRE-luciferase reporter, luminescence; normalized: DMSO 0%, desferrioxamine 100%. activation, % at 7.5 µM (by protocol). hit rate 0.32% among 300,000;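 active = mean activation of at least 10% of the iron chelator positive control signal, with at least half of replicates also reaching 10%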
KLF5 inhibitor: kruppel-like factor 5 inhibition | DLD-1 KLF5 promoter-luciferase reporter, luminescence | inhibition, % at 5 µM | hit rate 0.23% among 290,000;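 active = inhibition above a per-plate limit of that plate's mean compound inhibition plus 3 SD, cut at about 60% in these data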;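 note: 0% = DMSO wells and 100% = LY294002 at 200 µM; higher means less KLF5 promoter-driven luciferase light; inactives centre near -14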
aSyn UTR inh: 5' untranslated region of α-synuclein, MLPCN primary screen; alpha-synuclein 5'UTR reporter, inhibitor activity; inhibition, % (tested at 7.5 µM); hit rate 0.82% among 300,000; AID 1813; in the data active = inhibition above about 60%;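 note: H4 neuroglioblastoma cells stably carrying SNCA 5'UTR luciferase fusion; 0% = DMSO wells and 100% = positive control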
TRPC4 act: activators of mouse TRPC4 channel | AID 2237 | Q9QUQ5 | B-score at 10 µM | hit rate 0.49% among 310,000 | HEK293 TRPC4beta/mu-opioid, Fluo4 calcium fluorescence; active compounds read high;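 active = B-score above 5 SD of library B-scores, and initial fluorescence ratio not above library mean plus 5 SD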;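 note: positive B-score marks a calcium rise read as TRPC4 activation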
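Material: HEK293 stable line with TRPC4beta plus mu-opioid receptor; technique: Fluo4 calcium-sensitive dye fluorescence, kinetic, 1 Hz baseline; timing: Fluo4 dye loading 45 min at room temperature, 110 s recording; controls: assay buffer as low control, maximal DAMGO as high control; read-out: integrated baseline-normalised fluorescence ratio, converted to per-well B score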
TRPC6 inhibitor: blocks the mouse TRPC6 cation channel. Q61143. HEK293-TRPC6, membrane potential dye, ACh-evoked depolarization; active compounds read low. B-score at 10 µM. hit rate 1.1% among 310,000. AID 2553;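 active = B-score under library mean minus 3 SD, initial fluorescence not abnormally high, positive integrated signal ratio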;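 note: B-score derived from integrated fluorescence ratio over the kinetic read; more negative B-score means stronger inhibition of depolarization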
Target sequence (Q61143 whole entry, looked up): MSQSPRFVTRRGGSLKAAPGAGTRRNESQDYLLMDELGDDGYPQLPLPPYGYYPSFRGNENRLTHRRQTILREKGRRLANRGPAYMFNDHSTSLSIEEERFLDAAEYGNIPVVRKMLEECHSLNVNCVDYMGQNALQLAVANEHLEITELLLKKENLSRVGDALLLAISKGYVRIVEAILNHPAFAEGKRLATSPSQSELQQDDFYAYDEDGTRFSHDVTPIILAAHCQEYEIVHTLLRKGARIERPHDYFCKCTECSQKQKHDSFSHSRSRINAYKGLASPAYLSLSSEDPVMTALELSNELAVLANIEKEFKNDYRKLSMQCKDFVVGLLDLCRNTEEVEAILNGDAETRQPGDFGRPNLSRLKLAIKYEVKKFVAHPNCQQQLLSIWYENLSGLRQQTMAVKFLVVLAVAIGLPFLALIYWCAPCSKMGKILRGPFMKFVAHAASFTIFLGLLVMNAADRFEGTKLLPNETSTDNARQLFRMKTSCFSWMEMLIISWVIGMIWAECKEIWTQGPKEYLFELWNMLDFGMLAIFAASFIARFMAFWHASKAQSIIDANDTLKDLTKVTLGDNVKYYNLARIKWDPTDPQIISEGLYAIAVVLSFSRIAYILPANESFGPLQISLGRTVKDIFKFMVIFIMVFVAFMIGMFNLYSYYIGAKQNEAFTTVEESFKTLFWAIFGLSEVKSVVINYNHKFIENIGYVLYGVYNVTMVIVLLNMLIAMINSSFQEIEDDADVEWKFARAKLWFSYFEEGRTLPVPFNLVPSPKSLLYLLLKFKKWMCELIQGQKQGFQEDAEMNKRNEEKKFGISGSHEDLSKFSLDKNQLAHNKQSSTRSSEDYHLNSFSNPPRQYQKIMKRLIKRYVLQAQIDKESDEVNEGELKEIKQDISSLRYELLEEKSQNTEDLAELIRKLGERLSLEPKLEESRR
MrgX1 antag: human MrgX1 receptor antagonism, primary screen | Q96LB2 | hit rate 1.3% among 310,000 | B-score at 10 µM | MRGX1-HEK293 calcium flux, Fluo-4, BAM8-22 antagonism; active compounds read low;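 active = calcium-response B-score plate-corrected more than 3 library SD below zero, starting fluorescence within 5 deviations, no agonist response on first addition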;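 note: peak minus trough fluorescence over baseline after final BAM8-22 challenge near maximal dose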
TRPC6 activator: mouse TRPC6 channel activation; B-score at 10 µM; hit rate 0.13% among 310,000; Q61143; AID 2550; HEK293-TRPC6 membrane potential dye fluorescence; active compounds read high;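 active = B-score of the integrated fluorescence ratio above library mean plus 3 SD, and starting fluorescence ratio within library mean plus 5 SD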;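 note: higher score means more depolarization so channel activation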
TRPC4 PAM: allosteric potentiators of mouse TRPC4 channel | Q9QUQ5 | HEK293 TRPC4beta/mu-opioid, DAMGO EC20, Fluo-4 Ca2+ flux; active compounds read high | B-score at 10 µM | hit rate 0.42% among 310,000;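 active = B-score of calcium response area above 5 SD of library B-scores, with initial fluorescence ratio within 5 SD of library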;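 note: B-score of integrated fluorescence ratio over time as area under calcium response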
IEC-6 cytotox: IEC-6 cytotoxicity, counter-screen for KLF5 inhibitors; luminescence viability; inhibition, % at 5 µM; hit rate 0.78% among 290,000; in the data active = inhibition above about 22%;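 note: 0% = plate median of test compound wells and 100% = cytotoxic reference compound wells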
* = called active by the depositor; i = inactive; . = no result given. Compounds as they come. Share with any hit: about 5.8%.

The first 2 records (preview)
SMILES	TRPC4 block	SKKanGAS inh	HIF activator	KLF5 inhibitor	aSyn UTR inh	TRPC4 act	TRPC6 inhibitor	MrgX1 antag	TRPC6 activator	TRPC4 PAM	IEC-6 cytotox
C/C=C/C(=O)OCC(=O)Nc1cc(OC)c([N+](=O)[O-])cc1C	i	16	-0.4	-7	3	i	i	i	i	i	-9
COc1cc(OC)c(N(C)S(=O)(=O)c2cccc(C(=O)Nc3nnc(C4CC4)s3)c2)cc1Cl	i	12	0.0	-21	0	i	i	i	i	i	0

Results (from the top)
SMILES	TRPC4 block	SKKanGAS inh	HIF activator	KLF5 inhibitor	aSyn UTR inh	TRPC4 act	TRPC6 inhibitor	MrgX1 antag	TRPC6 activator	TRPC4 PAM	IEC-6 cytotox
C/C=C/C(=O)OCC(=O)Nc1cc(OC)c([N+](=O)[O-])cc1C	i	16	-0.4	-7	3	i	i	i	i	i	-9
COc1cc(OC)c(N(C)S(=O)(=O)c2cccc(C(=O)Nc3nnc(C4CC4)s3)c2)cc1Cl	i	12	0.0	-21	0	i	i	i	i	i	0
COc1ccccc1C(=O)Nc1c(C(=O)N(CCN(C)C)Cc2ccco2)oc2ccccc12	i	10	.	6	-4	i	i	i	i	i	2
CCOCCCNS(=O)(=O)c1ccccc1	i	0	-0.3	-33	-3	i	i	i	i	i	1
COc1cc(/C=C2/C(=N)N3N=C(C)SC3=NC2=O)ccc1OS(=O)(=O)c1ccc(C)cc1	i	7	0.1	13	3	i	i	i	i	i	4
O=C(CSc1nccc(=O)[nH]1)N1CCc2ccccc2C1	i	-6	-0.3	-24	8	i	i	i	i	i	3
CC(C)Cn1cc(Cl)c(=O)n(CC(C)C)c1=O	i	1	-0.7	-11	7	i	i	i	i	i	-3
Cc1cc(C(F)F)nn1CC(=O)NC1C(=O)N2C(C(=O)O)=C(CSc3nnnn3C)CSC12 (stereo not drawn)	i	119*	-0.7	-28	5	i	i	i	i	i	-4
CCOc1cc(/C=N/Nc2nncc(-c3ccccc3)n2)ccc1O	i	5	-0.1	-3	-16	i	i	i	i	i	-2
CS(=O)(=O)c1ccc(N)cc1	i	0	.	-12	-9	i	i	i	i	i	-9
CN(C)c1ccc(CNS(=O)(=O)c2ccc3c(c2)C(C)(C)C(=O)N3C)cc1	i	0	-0.2	-22	14	i	i	i	i	i	-3
Nc1nc(Cl)cc(NCCc2ccccc2)n1	i	-3	0.9	-44	-21	i	i	i	i	i	-10
c1ccc(-c2nc3cnccn3c2Nc2ccc3c(c2)OCCO3)cc1	i	5	1.2	-14	10	i	i	i	i	i	0
CC(=O)c1ccc(Oc2ccc(C(=O)c3ccc(C)c(C)c3)cc2[N+](=O)[O-])cc1	i	19	-0.2	-12	32	i	i	i	i	i	-6
C/C(CC(O)c1ccc2ccccc2n1)=N/O (stereo not drawn)	i	-2	0.2	-7	-9	i	i	i	i	i	0
O=C(On1c(-c2ccccc2)nc2ccccc2c1=O)c1ccco1	i	1	0.1	6	3	i	i	i	i	i	-2
CCSc1nnc(NC(=O)C2CC2c2ccccc2)s1 (stereo not drawn)	i	-2	0.2	-10	-36	i	i	i	i	i	0
CCC(=O)c1ccc(OCC(O)Cn2nc(C)c(C(C)=O)c2C)cc1 (stereo not drawn)	i	-11	-0.1	-64	5	i	i	i	i	i	-4
CCCCn1c(SCC(=O)Nc2cc(C)on2)nc2ccccc2c1=O	i	-15	0.1	-30	0	i	i	i	i	i	-6
CSc1nc(-c2ccccc2F)c(C#N)c(=O)n1C	i	-1	-0.6	6	-12	i	i	i	i	i	4
CSCC[C@H](NC(=O)NCc1ccc(F)cc1)C(=O)O	i	-6	-0.4	-14	-1	i	i	i	i	i	1
CC(C)CN=Cc1c(O)c([N+](=O)[O-])cc2oc3c(c12)CCCC3	i	-8	-0.4	-3	-2	i	i	-6.2*	i	i	-7
CN(CC(=O)Nc1cccc(F)c1)C(=O)c1cccnc1Sc1ccccc1Cl	i	-1	0.6	.	14	i	i	i	i	i	.
O=C(c1sc2cc([N+](=O)[O-])ccc2c1Cl)N1CCCCC1	i	-4	0.3	-27	-3	i	i	i	i	i	-7
Nc1nc(SCc2ccc(Br)cc2)[nH]c(=O)c1-c1ccccc1	i	-10	0.2	-31	-22	i	i	i	i	i	9
COc1cc(OC)c(C2SCCCS2)cc1OC	i	-5	0.0	-9	1	i	i	i	i	i	0
O=C(CN1CCN(c2ccc(O)cc2)CC1)Nc1ccc(-c2ccccc2)cc1	i	3	-0.3	-8	-14	i	i	i	i	i	1
CCOC(=O)c1ccc(N2C(=O)CC(N(C)CCc3ccc(OC)c(OC)c3)C2=O)cc1 (stereo not drawn)	i	-7	-0.1	16	-11	i	i	i	i	i	1
COCc1nnc(NC(=O)C2CC(=O)N(c3ccc(C)c(Cl)c3)C2)s1 (stereo not drawn)	i	-4	-2.1	.	-16	i	i	i	i	i	.
ON(Cc1c(F)cccc1Cl)Cc1c(F)cccc1Cl	i	11	-0.6	-9	-4	i	i	i	i	i	-2
O=C(COC(=O)C1CCCCC1)Nc1ccc(S(=O)(=O)N2CCOCC2)cc1	i	-1	-0.6	-23	7	i	i	i	i	i	7
O=C(O)CSC1c2ccccc2C(=O)N1Cc1ccccc1 (stereo not drawn)	i	0	-0.1	-32	-5	i	i	i	i	i	-5
COc1ccc(C(=O)NCC(=O)OCc2cccc(Br)c2)cc1	i	-4	-0.1	-5	19	i	i	i	i	i	-2
CC(=O)ON1C(C)(C)CC(OC(=O)c2ccccc2)CC1(C)C	i	-1	-4.2	-3	6	i	i	i	i	i	4
COc1ccc(F)cc1C(=O)C1CCCN(Cc2c(C)n(C)n(-c3ccccc3)c2=O)C1 (stereo not drawn)	i	3	-0.1	-3	-4	i	i	i	i	i	-3
O=C(Nc1ccccc1C(=O)N1CCN(Cc2ccccc2)CC1)c1ccc(F)cc1	i	4	0.2	-13	10	i	i	i	i	i	-1
O=C(CN(C(=O)c1csnn1)c1cccc2ccccc12)NCc1ccc(F)cc1	i	2	0.0	10	15	i	i	i	i	i	3
Cc1cc(C(=O)CSC(C)c2nc3ccccc3c(=O)[nH]2)c(C)n1C (stereo not drawn)	i	0	0.1	0	0	i	i	i	i	i	0
Cc1ccc2oc(=O)c(/C=C(\O)c3ccco3)nc2c1	i	-2	0.3	-35	17	i	i	i	i	i	-7
Cc1ccc(C)c(CSCC(=O)NCc2cccs2)c1	i	4	-0.3	-7	-1	i	i	i	i	i	-2
Cc1ccc(C(=O)N2CC(=O)Nc3ccc(F)cc3C2c2ccccc2)cc1 (stereo not drawn)	i	6	1.0	-10	8	i	i	i	i	i	2
CCOc1cc(N2CCOCC2)c(OCC)cc1NC(C)C(=O)N1CCC(C)CC1 (stereo not drawn)	i	-1	29*	-29	-4	i	i	i	i	i	-2
Cc1cccc(NC(=S)NC(C)CCc2ccccc2)c1 (stereo not drawn)	i	-6	0.8	-11	4	i	i	-7.8*	i	i	3
CCOc1ccc(/C(O)=C2/C(=O)C(=O)N(CC3CCCO3)C2c2ccc(C)o2)cc1 (stereo not drawn)	i	2	0.3	-19	3	i	i	i	i	i	9
O=C(Nc1ccccc1Cl)c1cc(S(=O)(=O)N2CCOCC2)cs1	i	2	-0.5	-8	-15	i	i	i	i	i	4
COc1ccc(NS(=O)(=O)c2ccc(NS(C)(=O)=O)cc2)cc1	i	3	-0.2	-15	20	i	i	i	i	i	-3
CCCCOC(=O)Nc1nc(CC(=O)OCC)cs1	i	2	0.0	13	-11	i	i	i	i	i	0
C[C@@H](C(=O)Nc1ccc2c(c1)OCCO2)n1nnc2ccccc2c1=O	i	-7	3.5	-140	-89	i	i	i	i	i	-7
COc1ccccc1C(=O)NNC(=O)CN1C(=O)c2ccccc2C1=O	i	-9	-0.1	-8	11	i	i	i	i	i	-4
Cc1sc2ncnc(SC(C)C(=O)N3c4ccccc4Sc4ccccc43)c2c1C (stereo not drawn)	i	1	-0.5	-15	46	i	i	i	i	i	1
Cn1c(-c2ccc(Cl)cc2)cnc1NCc1cc2c(cc1[N+](=O)[O-])OCO2	i	-16	-0.3	-28	-34	i	i	i	i	i	0
O=C(NCc1ccccc1)C1=C[C@H](c2coc3ccccc3c2=O)C[C@H](OCCCCO)O1	i	-2	-0.3	0	33	i	i	i	i	i	8
CC(C)(C)c1cc(C(=O)NNC(=O)Nc2ccccc2)n(Cc2ccccc2)n1	i	-3	-0.1	1	-5	i	i	-4.9*	i	i	1
O=C(NCCC(c1ccccc1)c1ccccc1)c1cnc2sccn2c1=O	i	1	-0.2	-30	6	i	i	i	i	i	-4
COC(=O)C1CCN(Cc2ccc(C)cc2)CC1	i	-6	0.0	-20	8	i	i	i	i	i	-4
Cc1ccc2c(COC(=O)C3=COCCO3)cc(=O)oc2c1	i	-4	-3.3	-12	53	i	i	.	i	i	0
COc1ccc(-n2c(Cc3cccn3C)nnc2SCC(=O)Nc2ccccc2OC)cc1	i	-5	-0.2	-1	15	i	i	i	i	i	0
CCc1cc(C(=O)OC)c(NC(=O)CC2SC(=NC)N(C)C2=O)s1 (stereo not drawn)	i	-1	0.0	-34	-9	i	i	i	i	i	7
[O-]/C(=C(\C(=S)NCc1ccccc1)[n+]1ccccc1)c1ccc(Cl)s1	i	.	0.8	-35	-9	i	i	i	i	i	-4
CN(C)S(=O)(=O)c1cc(C(=O)NCc2ccccc2)c(Cl)cc1Cl	i	7	0.2	-49	-11	i	i	i	i	i	-2

Next entries:
SMILES	TRPC4 block	SKKanGAS inh	HIF activator	KLF5 inhibitor	aSyn UTR inh	TRPC4 act	TRPC6 inhibitor	MrgX1 antag	TRPC6 activator	TRPC4 PAM	IEC-6 cytotox
O=C(NCCC1CCCCN1S(=O)(=O)c1cccs1)C(=O)Nc1ccc(F)cc1 (stereo not drawn)	i	-11	2.9	.	-87	i	i	i	i	i	.
COc1cccc2[nH]c(C(=O)NCC3CCCO3)cc12 (stereo not drawn)	i	-3	-0.4	-40	-13	i	i	i	i	i	3
COCc1c(C#N)c(NCCc2ccccc2)nc(C)c1[N+](=O)[O-]	i	-5	-0.1	10	18	i	i	-6.3*	i	i	3
COC(=O)c1cc(NC(=O)COC(=O)C2CCC2)cc(C(=O)OC)c1	i	-13	-0.6	.	8	i	i	i	i	i	.
CCOC(=O)CSc1nc2ccccc2c(=O)n1CC1CCC(C(=O)NCc2ccco2)CC1 (stereo not drawn)	i	4	-0.6	-19	-16	i	i	i	i	i	3
Oc1ccc(NC(=S)N=Nc2c(O)[nH]c3ccc(Br)cc23)cc1	i	31	-0.5	-10	29	i	i	.	i	i	4
